High-throughput results as filed in PubChem BioAssay.
14-3-3g Raf: alters human 14-3-3 gamma binding to Raf peptide | P61981 | FP, 14-3-3gamma / TMR-pS259-Raf peptide binding | inhibition, % at 40 µM | 160,000 tested, 0.19% active | AID 422; in the data active = inhibition above about 30%;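 note: 0% = protein plus tracer without compound and 100% = blank with tracer alone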
Target sequence (P61981 whole entry, looked up): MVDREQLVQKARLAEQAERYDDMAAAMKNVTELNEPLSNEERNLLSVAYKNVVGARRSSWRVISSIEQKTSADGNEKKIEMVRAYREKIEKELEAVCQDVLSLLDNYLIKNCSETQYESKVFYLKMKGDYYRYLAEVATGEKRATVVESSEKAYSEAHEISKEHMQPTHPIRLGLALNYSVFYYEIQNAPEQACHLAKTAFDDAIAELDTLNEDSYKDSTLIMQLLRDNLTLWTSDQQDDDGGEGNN
Active calls of the source: *; & = joins results of further samples.

SMILES	14-3-3g Raf
CCOC(=O)Nc1cccc(NC(=O)c2cc(OC)cc(OC)c2)c1	-1
COc1ccc(F)cc1S(=O)(=O)Nc1ccc(C)cc1	-12
O=C1C=C(N2CCN(c3ccc([N+](=O)[O-])cc3)CC2)C2(CCCCC2)O1	1
NC1=NC2(CCCCC2)N=C(Nc2ccc(F)cc2)N1	-7
O=c1c2c3c(sc2n(Cc2cccc([N+](=O)[O-])c2)c(=O)n1-c1ccccc1)CCC3	-10
CCOc1ccccc1Oc1c(C)oc2cc(OC(=O)N3CCOCC3)ccc2c1=O	-6
CC1=C(C(=O)OCC(C)C)C(c2cccc(O)c2)NC(=O)N1 (stereo not drawn)	-6
O=C(CN1C(=O)CSc2ccc(S(=O)(=O)N3CCCC3)cc21)NCCc1ccccc1	-6
COc1ccc(-n2nnnc2SCC(=O)Nc2nnc(C)s2)cc1OC	3
Cc1cn2c(nc1=O)OC1CC2OC1CO (stereo not drawn)	-7
CC1(C)CC(=O)c2cnc(N3CCc4ccccc4C3)nc2C1	4
CCOC(=O)c1c(NC(=O)c2cccc(C)c2)sc(C(=O)NC2CCCC2)c1C	2
Oc1ccc2ccccc2c1C=NCc1cn2ccsc2n1	2
O=C(c1ccc2snnc2c1)N1CCSCC1	-6&-7
Cc1nc(=S)c2sc3nc4c(cc3c2[nH]1)COC(C)(C)C4	-9
O=C1CC(c2ccccc2)CC2=C1C(c1ccccc1F)Nc1ccccc1N2 (stereo not drawn)	-2
CN1C=C(c2ccc3ccccc3n2)C(C[N+](=O)[O-])c2ccccc21 (stereo not drawn)	-25
Cc1nc2sc(C(=O)O)c(N)c2c2c1COC(C)(C)C2	-17
Cc1cc(NC(=O)CN2CCC(n3nnc4cc(C(F)(F)F)ccc43)CC2)no1	3
Cc1nnc(SCCC(C)C)[nH]c1=O	7&-2
COC(=O)C1=CN(c2ccc(F)cc2)C=C(C(=O)OC)C1c1cccc([N+](=O)[O-])c1	0
Cc1c(NC(=O)CSC2=C(C#N)C(c3ccccc3F)CC(=O)N2)c(=O)n(-c2ccccc2)n1C (stereo not drawn)	-2
Cc1ccc(-c2nnc(N3CCN(C(=O)CN4C(=O)c5ccccc5C4=O)CC3)c3ccccc23)cc1	-6
O=C1C2C(C(=O)N1C1CCCCC1)C1C=CC2C12CC2 (stereo not drawn)	7
CCn1c2ccccc2c2cc(CNCCc3ccc4c(c3)OCO4)ccc21	0
COc1ccccc1-c1nnc(NC(=O)c2ccc(S(=O)(=O)N(C)C)cc2)o1	-2
COc1cccc(-c2nc3n(n2)C(c2cccs2)C(C(=O)Nc2cccnc2)=C(C)N3)c1 (stereo not drawn)	-3
Cc1cc2ncn(C(=O)c3c(-c4ccccc4)noc3C)c2cc1C	-4&0
CCC1CCCCN1C(=O)c1sc2ncn(CC(=O)N(CC)CC)c(=O)c2c1C (stereo not drawn)	-9
CCOC(=O)N1CCN(C(=O)CN2C(=O)CC(C)(C)S(=O)(=O)c3ccccc32)CC1	-4

Reformatted with values ahead of the structure: entries from further up.
14-3-3g Raf	Compound
7	O=C1C2C(C(=O)N1C1CCCCC1)C1C=CC2C12CC2 (stereo not drawn)
0	CCn1c2ccccc2c2cc(CNCCc3ccc4c(c3)OCO4)ccc21
-2	COc1ccccc1-c1nnc(NC(=O)c2ccc(S(=O)(=O)N(C)C)cc2)o1
-3	COc1cccc(-c2nc3n(n2)C(c2cccs2)C(C(=O)Nc2cccnc2)=C(C)N3)c1 (stereo not drawn)

Back to the main list with the 2 entries that preceded the break.
SMILES	14-3-3g Raf
CCC1CCCCN1C(=O)c1sc2ncn(CC(=O)N(CC)CC)c(=O)c2c1C (stereo not drawn)	-9
CCOC(=O)N1CCN(C(=O)CN2C(=O)CC(C)(C)S(=O)(=O)c3ccccc32)CC1	-4
Cn1c(=N)n(CCOc2ccccc2)c2ccccc21	3
COc1ccc(-n2nc(C(=O)N3CCC(C#N)CC3)c3c4ccccc4n(C)c3c2=O)cc1	5
CCC1CCC2(CC1)SCC(=O)N2c1ccccc1 (stereo not drawn)	-6
COc1ccc(NC(=O)c2ccc(NS(=O)(=O)c3c(C)n[nH]c3C)cc2)cc1Cl	-10
CCOC(=O)c1ccc(NC(=O)C2CCN(S(=O)(=O)CC)CC2)cc1	-11
COc1ccc(OC)c(C2=Nn3c(nnc3-c3cccc(OC(C)C)c3)SC2)c1	-4
OCCCc1nc2n(n1)C(c1ccccc1)C=C(c1ccc(F)cc1)N2 (stereo not drawn)	-6&-5
O=C(Nc1ccc(Cl)cn1)C1(S(=O)(=O)c2ccc(Cl)cc2)CC1	-3
COC(=O)c1[nH]c2ccc(C)cc2c1NS(=O)(=O)c1ccc(F)cc1	-1
Brc1ccc2[nH]c3nc4ccccc4nc3c2c1	-3
COc1cc2c(=O)n(Cc3ccccc3Cl)c(=O)n(CC(N)=O)c2cc1OC	2
CCN(CC)C(=O)Cn1c(C)cc2ccccc2c1=O	-14
O=C(O)C1C2C=CC(C2)C1C(=O)NCc1ccccn1 (stereo not drawn)	-7&0
CCN(C(=O)c1cccs1)c1nnc(-c2ccncc2)s1	5
O=C(Nc1ccc(Cl)cc1)NC1(C(=O)NCCCN2CCOCC2)CCCCC1	0
COC(=O)CSc1nc2c(c(=O)n(C)c(=O)n2C)n1CCC(C)C	-1&-2
COc1ccccc1Nc1nc(C)nc2sc3c(c12)CCC3	-3
O=C(NCC1CCCO1)c1ccc(COc2ccc(F)cc2)o1 (stereo not drawn)	-1
CCc1ccc(N=c2oc3c(C)ncc(COC(C)=O)c3cc2C(=O)Nc2ccc(C)cc2)cc1	-7
CCOC(=O)C1=C(C)Nc2nc(C)nn2C1c1ccc(OCC)c(OC)c1 (stereo not drawn)	0
CCN(CC)c1ccc(NC(=O)c2ccccc2NC(=O)c2ccccc2)cc1	-22
c1ccc(Cn2c(-c3cccs3)nc3nc4ccccc4nc32)cc1	-9
Cc1ccc(C)c(CN2C(=O)C(C(C)C(=O)NCc3ccc4c(c3)OCO4)Sc3ccccc32)c1 (stereo not drawn)	1
N#Cc1c(N)nc2c(c1N)CC(=O)N2c1ccccc1-c1ccccc1	-4
CCOC(=O)c1ccc(NC(=O)C2CC(=O)N(CC)C(=Nc3ccc(F)cc3)S2)cc1 (stereo not drawn)	-27
CN(Cc1ccccc1)Cc1nc2c([nH]1)c(=O)n(C)c(=O)n2C	2
O=c1c2cn[nH]c2nc(SCc2cccc([N+](=O)[O-])c2)n1-c1ccc(Cl)cc1	-1
Cn1c(NCCCO)nc2c1c(=O)n(Cc1ccccc1F)c(=O)n2C	3
Cc1[nH]c2ccccc2c1C(=O)CSc1nc2ccccc2s1	-10
COc1ccc(S(=O)(=O)CCC(=O)N2c3ccc(F)cc3CCC2C)cc1 (stereo not drawn)	-19
CCCCCC(=O)N1CCN(CCN=CC2=C(O)CC(c3ccc(OC)cc3)CC2=O)CC1 (stereo not drawn)	10
Cc1cc(C)n(-c2cc(N3CCN(C(=O)c4ccc(F)cc4)CC3)ccc2[N+](=O)[O-])n1	-9
O=C(CN1CCC(O)(c2ccc3c(c2)OCO3)CC1)N1CCOCC1	-3
Cc1ccc(C2CC(c3cccc(Br)c3)n3nc(N)nc3N2)cc1 (stereo not drawn)	-2
COc1ccc(Cl)cc1C(=O)Nc1ccc(NC(=O)c2cccs2)cc1	-8
Cc1nn(Cc2ccc(F)cc2)c(C)c1NC(=O)CCS(=O)(=O)c1nc(-c2ccc3c(c2)OCO3)cc(C(F)(F)F)n1	-9
CC(C)(C)C#CCN1CCCCC1	7
CC(=O)c1ccc(NS(=O)(=O)c2cccc(C(=O)Nc3ccc([N+](=O)[O-])cc3)c2)cc1	-23
Cc1cccc(OCC(=O)Nc2ccc(S(=O)(=O)N3CCC(C)CC3)cc2)c1	-2
CCc1sc(NC(=O)c2cc3cc([N+](=O)[O-])ccc3oc2=O)nc1-c1cccs1	-1
CC(=O)N1N=C(c2cccc([N+](=O)[O-])c2)OC1c1ccc2c(c1)OCO2 (stereo not drawn)	-16
COc1ccc(NC(=O)c2c(NC(=O)c3cccs3)sc3c2CCC(C)C3)cc1 (stereo not drawn)	-10
Cc1ccc(Cl)cc1N(C)C(=O)c1sc2ncn(CC(=O)N3CCCCC3C)c(=O)c2c1C (stereo not drawn)	2
Cn1c2ccccc2c2cc([N+](=O)[O-])ccc21	-5
CC1(C)Cc2c(sc(NC(=O)C(C)(C)C)c2C#N)C(C)(C)N1	-2

In a second layout: 5 of the compounds above.
14-3-3g Raf	SMILES
-4&0	Cc1cc2ncn(C(=O)c3c(-c4ccccc4)noc3C)c2cc1C
-9	CCC1CCCCN1C(=O)c1sc2ncn(CC(=O)N(CC)CC)c(=O)c2c1C (stereo not drawn)
-4	CCOC(=O)N1CCN(C(=O)CN2C(=O)CC(C)(C)S(=O)(=O)c3ccccc32)CC1
3	Cn1c(=N)n(CCOc2ccccc2)c2ccccc21
5	COc1ccc(-n2nc(C(=O)N3CCC(C#N)CC3)c3c4ccccc4n(C)c3c2=O)cc1

Not a retest: an excerpt of the list.
SMILES	14-3-3g Raf
COc1ccc(NC(=O)c2c(NC(=O)c3cccs3)sc3c2CCC(C)C3)cc1 (stereo not drawn)	-10
Cc1ccc(Cl)cc1N(C)C(=O)c1sc2ncn(CC(=O)N3CCCCC3C)c(=O)c2c1C (stereo not drawn)	2
Cn1c2ccccc2c2cc([N+](=O)[O-])ccc21	-5
CC1(C)Cc2c(sc(NC(=O)C(C)(C)C)c2C#N)C(C)(C)N1	-2

Continuation:
SMILES	14-3-3g Raf
CCSCCOC(=O)C1=C(C)NC2=C(C(=O)CC(C)(C)C2)C1c1cc2c(cc1[N+](=O)[O-])OCO2 (stereo not drawn)	17
Cc1cccn2c(=O)c3cc(C(=O)NC4CCS(=O)(=O)C4)sc3nc12 (stereo not drawn)	4
Cc1cc(C(=O)OCC(=O)Nc2cc(C(F)(F)F)ccc2N2CCOCC2)c(C)o1	-7
Cc1cc(C)c(S(=O)(=O)N(C)CC(=O)N2CCCCC2)c(C)c1	2
CCN(CC)S(=O)(=O)c1ccc(C(=O)N2CCN=C2SCc2ccc(Br)cc2)cc1	-7
CCOc1ccc(NC(=O)Cn2cnc3sc(C)c(S(=O)(=O)N4CCCCC4)c3c2=O)cc1	-8
COc1cc(NS(=O)(=O)c2ccc(NC(=O)COc3ccccc3Cl)cc2)nc(OC)n1	-6
O=C(CSc1nc2[nH]ncc2c(=O)n1-c1ccc(Cl)cc1)Nc1ccccc1C(F)(F)F	-7
Cc1cc(NC(=O)c2cncc(Br)c2)n(-c2ccccn2)n1	3
Nc1nnc(N2CCc3ccccc32)s1	-11
Cn1c(=O)c2c(nc(NCCCN3CCOCC3)n2Cc2cccc(Cl)c2)n(C)c1=O	-6
CC(=O)c1cc2c(cc1[N+](=O)[O-])OCCO2	-2
CCC(C(=O)NCCC1=CCCCC1)N1C(=O)COc2ccc(C(C)(C)C)cc21 (stereo not drawn)	-12
Cc1ccc(NC(=O)C23CC4CCC(CC(C4)C2)C3)cc1	-2
CCC(C)C(NC(=O)C1CCC(C)CC1)C(=O)NC(C(=O)OC)C(C)C (stereo not drawn)	2
CCCCOC(=O)C1[C@H]2C(=O)N(Cc3cccs3)C[C@]23C=C[C@H]1O3 (stereo partly drawn)	-7
Cn1c(=O)cc(OCCCC(=O)NCc2ccco2)c2ccccc21	-4
CC1Cc2nc(SCC(=O)N3CCc4ccccc43)n(C)c(=O)c2S1 (stereo not drawn)	1&-9
FC(F)(F)c1ccc(-n2ccnc2)nc1	-4
COCCNC(=O)C(C)N(c1ccccc1)S(C)(=O)=O (stereo not drawn)	-19
O=C(c1ccccc1)N(C(=O)c1ccccc1)c1nc2c(s1)CCCC2	-11
COc1ccc(C2Nc3ccc4ncccc4c3C3=C2C(=O)CCC3)cc1 (stereo not drawn)	-12
Cc1cccn2c(=O)c3cc(C(=O)Nc4ccc5c(c4)OCCO5)sc3nc12	-7
N#CC1=C(SCC(=O)NC2CCCCC2)NC(=O)CC1c1ccco1 (stereo not drawn)	-10
O=C(Cn1cnc2c(nnn2Cc2ccc(F)cc2)c1=O)NCc1ccco1	-13
Cc1ccc(-n2ncc3c(N4CCN(c5ccc(F)cc5)CC4)ncnc32)c(C)c1	-14
CCOC(=O)C1C(=O)C=C(c2cccs2)CC1c1cc(OC)ccc1OC (stereo not drawn)	-33
COc1ccc(NC(=O)C2CCN(C(=O)c3ccccc3C)CC2)c(OC)c1	-3
CCN(CC)C(=O)Oc1ccc(NC(C)=O)cc1	2
COc1cccc(N2CCN(C(=O)Cn3c(=O)[nH]c4ccccc4c3=O)CC2)c1	-1
C=CCn1c(-c2ccc(C)cc2)csc1=Nc1ccc(Cl)cc1	-2
COc1cccc2c(=O)c(C(=O)O)c[nH]c12	1
O=C(Nc1cc2c3c(c1)C1CCCC1CN3CC1CCCC21)c1ccccc1F (stereo not drawn)	-50
CN=C(NC#N)SCC(=O)c1ccc(Cl)cc1Cl	-8
Oc1c(C(c2ccccc2)N2CCN(Cc3ccccc3)CC2)sc2ncnn12 (stereo not drawn)	-3
Cc1ccc2nc(/C(C#N)=N/O)[nH]c2c1	0
CCN(CC)S(=O)(=O)c1ccc2[nH]c3nc(SCc4cccc(Br)c4)nnc3c2c1	-1
CC1CCC(NC(=O)CCCCn2c(=O)[nH]c3ccccc3c2=O)CC1 (stereo not drawn)	-3
Clc1ccccc1CSc1nncn1-c1ccccc1	-6
Cc1ccc(Nc2nc(C3CC3)cs2)cc1	-4
N#Cc1c(NC(=O)c2sc3ccccc3c2Cl)sc2c1CCC2	-60
O=C(C1CC1)N1CCN=C1SCc1cccc(F)c1	5
Cc1ccc2ccc(C(Nc3ccccn3)c3ccc(C)s3)c(O)c2n1 (stereo not drawn)	-5
Oc1ccccc1-c1nc2ccc(Cl)cn2c1Nc1ccc2c(c1)OCO2	-14
C=C(C)c1cccc(C(C)(C)NC(=O)NCc2ccc(OC)cc2)c1	4
COc1ccc(OC)c(Nc2nc(-c3c(C)nc4ncccn34)cs2)c1	-2
Cn1c(=O)[nH]c2cc(Cl)cnc21	-11
Cc1n[nH]c(C)c1N1C(=O)c2cc([N+](=O)[O-])cc3cc([N+](=O)[O-])cc(c23)C1=O	-328
CCCCNC(=O)c1sc2ncn(CC(=O)N3CCCCC3)c(=O)c2c1C	-2
Cc1cc(O)ccc1C1CCCCC1	8
CC(C)CCN1CC(C(=O)N2CCN(c3ccccc3F)CC2)CC1=O (stereo not drawn)	-10
NCCNC(=O)c1ccc(Cl)cc1	-3
CCc1c(O)nc(SCC(=O)N2CCCCC2)n(-c2ccccc2C)c1=O	-2

Not all compounds are listed (hit frequency here may not be typical).
